High-throughput results as filed in PubChem BioAssay.
PAX8 reporter – inhibitors of PAX8 transcriptional activity in RMG-I cells; RMG-I TPO-luciferase reporter, SteadyGlo, 24 h; inhibition, % at 12.6 µM; actives 1.2% (n = 360,000);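 active = mean replicate inhibition at least 60% with every replicate also reaching 60%; inconclusive = only one of the two criteria is met; inactive = mean below 60% and not all replicates reaching 60%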;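 note: luciferase light reporting Pax8 driven TPO promoter activity; plate controls were median of neutral control wells for no effect and mitoxantrone controls for full effect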
DENV2 CPE rescue – DENV2-induced cell death inhibition | CPE inhibition, % at 9.99 µM | DENV2-infected cells, cytopathic effect rescue, plate reader | actives 1.7% (n = 350,000); in the data active = CPE inhibition above about 20%, passing the limit was not always enough; inconclusive = no clear call, values can overlap the other calls; tested in BHK-21 cells;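 note: 0% = median of neutral control wells and 100% = median of positive control wells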
Casp6 inh – caspase-6 (human) enzyme inhibition. purified caspase-6, Z-VEID-R110 cleavage fluorescence. inhibition, % at 12.5 µM. actives 0.53% (n = 350,000). P55212. AID 686996;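 active = mean inhibition across replicates at least about 35%, with every replicate also reaching that limit, limit read from the data; inconclusive = only one of the two criteria met; inactive = neither criterion met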;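 note: 0% = median of neutral control wells and 100% = no fluorescence left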
Target sequence (P55212 24-179 limits assumed): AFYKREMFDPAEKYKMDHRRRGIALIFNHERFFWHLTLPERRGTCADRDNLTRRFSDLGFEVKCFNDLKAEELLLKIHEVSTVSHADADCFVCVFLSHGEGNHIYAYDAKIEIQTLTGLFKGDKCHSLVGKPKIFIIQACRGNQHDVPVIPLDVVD
Target sequence (P55212 194-293 limits assumed): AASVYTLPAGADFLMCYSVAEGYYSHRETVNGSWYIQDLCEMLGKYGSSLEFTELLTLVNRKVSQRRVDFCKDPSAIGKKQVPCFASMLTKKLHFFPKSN
LGR2 inh – Drosophila LGR2 receptor signaling inhibition; HEK293 LGR2, CRE-luciferase, bursicon-stimulated, 4 h; inhibition, % at 9.99 µM; actives 0.35% (n = 380,000); AID 720647;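 active = drop in luminescence signal, shown as inhibition above about 50% in the replicate tests, limit read from the data, passing the limit was not always enough; inconclusive = probably only some replicates passing the limit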;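 note: agonist challenge used bursicon conditioned medium at about half maximal strength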
EWS-Fli block – inhibitors of EWS/Fli oncoprotein transcriptional activity; actives 0.67% (n = 350,000); A673 NR0B1-luciferase reporter, viability-normalised; inhibition, % at 12.6 µM;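 active = mean inhibition of at least 50% after viability correction, with every replicate also passing that limit; inconclusive = mean reaches 50% but only one of two replicates passes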;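 note: firefly luciferase signal divided by Alamar Blue viability fluorescence both relative to DMSO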
SIRT5 inh – blocks human SIRT5 desuccinylation of peptide | Q9NXA8 | AID 652115 | inhibition, % at 15 µM | actives 1.1% (n = 330,000) | Purified SirT5, succinyl-peptide AMC, trypsin-coupled fluorescence; in the data active = inhibition above about 15%; inconclusive = no clear call, values can overlap the other calls
Target sequence (Q9NXA8 whole entry, looked up): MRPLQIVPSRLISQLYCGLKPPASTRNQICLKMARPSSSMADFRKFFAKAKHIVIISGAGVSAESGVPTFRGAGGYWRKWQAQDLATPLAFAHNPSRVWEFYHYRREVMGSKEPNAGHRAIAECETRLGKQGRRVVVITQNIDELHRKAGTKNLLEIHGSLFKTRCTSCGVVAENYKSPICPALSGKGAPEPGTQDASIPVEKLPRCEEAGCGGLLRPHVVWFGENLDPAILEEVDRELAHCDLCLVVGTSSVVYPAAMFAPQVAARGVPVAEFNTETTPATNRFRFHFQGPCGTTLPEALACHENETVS
ARNT TACC3 PPI – disruptors of human ARNT/TACC3 interaction; actives 0.66% (n = 390,000); inhibition, % at 9.99 µM; AlphaScreen His-ARNT PAS-B/GST-TACC3 binding, luminescence; TACC3 fragment carries E629A point mutation;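 active = mean inhibition of replicates at least 50% and at least half of replicates each reaching 50%; inconclusive = half or more replicates reach 50% but mean below 50%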;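 note: 0% = complete ARNT plus TACC3 wells and 100% = ARNT alone without TACC3; many hits fall short of the cut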
Starred values were filed as active, the others as inactive; ? = inconclusive; . = no result given.

Fields – PAX8 reporter, DENV2 CPE rescue, Casp6 inh, LGR2 inh, EWS-Fli block, SIRT5 inh, ARNT TACC3 PPI
> NC(=O)C1CCCN(Cc2c(C(=O)N3CCc4ccccc4C3)nc3ccc(Cl)cn23)C1 (stereo unspecified)
→ 11, 5, -1, -9, ., 3, -19
> CN(CC(=O)NCc1ccccn1)S(=O)(=O)c1cc(Cl)ccc1Cl
→ 8, 3, -2, -9, -9, -22, 5
> CC(=O)c1c(C)[nH]c(C(=O)OCC(=O)N(Cc2ccccc2)C(C)(C)C)c1C
→ 3, -10, 4, -6, 6, -5, 0
> COCC(=O)Nc1ccc2c(c1)OC[C@@H](C)N(CCC(F)(F)F)C[C@H](C)[C@@H](OC)CN(C)C2=O
→ -5, -2, 0, -10, -5, 3, 3
> Cc1ccccc1S(=O)(=O)N1[C@H](C#N)[C@H](c2ccc(-c3ccccc3)cc2)[C@H]1CO
→ -23, 4, 2, -14, -6, 12, 10
> Cc1ccc(S(=O)(=O)Nc2ccc3c(c2)C(=O)N([C@@H](C)CO)C[C@@H](C)[C@@H](CN(C)S(=O)(=O)c2cn(C)cn2)O3)cc1
→ -65, ., ., -12, -13, ., 11
> O=C(CCc1ccccc1)c1nnc(-c2ccccc2)o1
→ -13, 5, -1, -26, -22, -5, -14
> COc1ccc(NC(=O)Nc2ccc3c(c2)C(=O)N([C@H](C)CO)C[C@H](C)[C@H](CN(C)C(=O)Nc2ccc(F)cc2)OCCCC[C@@H](C)O3)cc1
→ -4, -6, -3, 2, -4, 9, -16
> CN(c1ccc(O)cc1)c1nc(-c2cccs2)cs1
→ -210, -2, -4, -5, -75, -2, 4
> CC[C@]12c3[nH]c4ccc(OC)cc4c3CCN1C(=O)C(CC(=O)NC/C=C(\C)CCC=C(C)C)C[C@@H]2C(=O)N1CCN(C(=O)c2ccco2)CC1 (stereo partly specified)
→ 24, 4, 13, 1, 6, 1, -1

Continued.
Fields – PAX8 reporter, DENV2 CPE rescue, Casp6 inh, LGR2 inh, EWS-Fli block, SIRT5 inh, ARNT TACC3 PPI
> CCN(CC)C(=O)C1=C(C)N(CCCOC)C(=O)C(CC(=O)NCCc2ccccn2)C1 (stereo unspecified)
→ -16, 0, 7, 14, -1, ., .
> Cc1ccc(C)c(N2CC(C(=O)Nc3cc(C)on3)CC2=O)c1 (stereo unspecified)
→ 1, -3, -5, 0, -9, -2, -8
> Cn1cnc(S(=O)(=O)N2CC[C@@H]3[C@H]2c2cc(C#Cc4cccc(F)c4)ccc2N[C@@H]3CO)c1
→ -12, ., ., 1, 1, ., -10
> Cc1noc(C)c1NC(=O)N(C)C[C@H]1Oc2ccc(NC(=O)Nc3ccccc3)cc2CC(=O)N([C@@H](C)CO)C[C@@H]1C
→ -17, 12, -2, 6, -3, -4, 4
> COc1cccc(NC(=O)c2ccc3c(c2)CCN3S(C)(=O)=O)c1
→ -79, 4, -5, -27, -89, 1, 4
> CCCCS(=O)(=O)N1CCN(C(=O)C(=O)c2cccc(C(F)(F)F)c2)CC1
→ 4, -11, -3, -78, -1, ., .
> NC(=S)Nc1ccc2cn[nH]c2c1
→ 12, 0, 0, -10, 10, -3, 1
> CC(C)(C)C(=O)CSc1nc(N)cc(=O)[nH]1
→ 10, -1, 1, -5, 3, -4, -5
> C[C@@H]1CN([C@@H](C)CO)C(=O)c2cc(NC(=O)CCCN(C)C)ccc2O[C@@H](C)CCCCO[C@H]1CN(C)C(=O)Cc1ccccc1
→ 1, 5, -14, 5, -2, -3, -3
> Cc1ccccc1CSc1nnc(CCCCCNC(=O)OC(C)(C)C)o1
→ -20, 4, 1, 14, 6, -3, .

Further results:
Fields – PAX8 reporter, DENV2 CPE rescue, Casp6 inh, LGR2 inh, EWS-Fli block, SIRT5 inh, ARNT TACC3 PPI
> c1ccc(-c2nc(-c3ccncc3)n[nH]2)nc1
→ -15, -3, -4, ., -1, -4, 70*
> CCOc1ccc2c(c1)-c1c(ssc1=S)C(C)(C)N2C(=O)CSC1=NCCS1
→ 19, ., ., 1, ., ., 1
> COc1cc(-c2c(C(=O)c3ccccc3)[nH]c(N)c2C(=O)NCCc2c[nH]c3ccccc23)ccc1F
→ 11, -7, 0, 13, -6, -1, .
> CCc1nc2c(OCc3ccc(C(=O)OC)cc3)cccn2c1N(C)C(=O)CC(C)C
→ -3, -5, 3, 11, -2, ., .
> O=C(COc1ccc(S(=O)(=O)Nc2ccc(Cl)cc2)cc1)N1CCOCC1
→ 0, -3, 2, -3, ., -4, -5
> c1ccc(-c2cc3nccc(-c4ccccn4)n3n2)cc1
→ -170, 7, -2, -93, -104, 1, -10
> COc1ccc(OC)c(N(C(=O)c2ccco2)C(C(=O)NC2CCCC2)c2cc(OC)c(OC)c(OC)c2)c1 (stereo unspecified)
→ 5, ?, 7, -7, 5, 1, 4
> CCN(CC(=O)NC1CCS(=O)(=O)C1)C(=O)c1ccc(OC)c([N+](=O)[O-])c1 (stereo unspecified)
→ 9, -3, -3, 4, -6, -3, -5
> COc1cc2c(C#CCO)c(-c3ccc(C#N)cc3)oc(=O)c2cc1OC
→ -6, ., 1, ., 5, -1, -9
> CC(C)CC(N)c1csc(Nc2cnccn2)n1 (stereo unspecified)
→ 4, 2, -2, ., -20, ., .

Further entries:
Fields – PAX8 reporter, DENV2 CPE rescue, Casp6 inh, LGR2 inh, EWS-Fli block, SIRT5 inh, ARNT TACC3 PPI
> Cc1ccc(-c2nnc(N3CCN(C(=O)c4cccs4)CC3)c3ccccc23)cc1
→ 14, 14, 6, -2, 0, 1, 3
> O=C(CSc1cccc[n+]1[O-])c1ccc(Cl)cc1
→ -17, 14, 4, -7, -11, 1, 18
> CO[C@H]1CN(C)C(=O)c2cc(NC(=O)C3CCCC3)ccc2OC[C@H](C)N(CCC(F)(F)F)C[C@@H]1C
→ 14, ?, 1, -11, 4, 1, 3
> O=C(CN1C(=O)C(=O)N(C2CCCC2)C1=O)Nc1cc(Cl)ccc1[N+](=O)[O-]
→ 22, -2, -26, 6, 3, -3, 30
> CS(=O)(=O)c1ccc(C(=O)OCC(=O)c2ccc(Cl)s2)cc1
→ -15, 14, 3, -17, 1, 0, -19
> CCN(C[C@H]1[C@@H](c2ccc(-c3ccccc3)cc2)[C@@H](CO)N1C(C)=O)C(C)=O
→ ., 9, 1, -28, 1, -1, .
> O=C(CN1CCCC1)NC1C2CC3CC(C2)CC1C3 (stereo unspecified)
→ ., ., -2, 6, ., -4, -3
> CC(=O)Nc1sc(C)c(C)c1C(=O)OCC(=O)NCc1ccc(F)cc1
→ 1, 0, 1, -26, -1, -5, 0
> CCN1CCN(C(=O)c2cc3c(=O)n(C)c4ccccc4c3n2C)CC1
→ 7, 1, 5, 5, -14, ., 0
> CC(=O)Nc1cccc(OCCCNC(=O)c2ccc(F)cc2)c1
→ 2, 9, 0, -10, -10, -1, -5

(list continues)
Fields – PAX8 reporter, DENV2 CPE rescue, Casp6 inh, LGR2 inh, EWS-Fli block, SIRT5 inh, ARNT TACC3 PPI
> COc1ccc(N2CC(C(=O)Nc3ccncc3)CC2=O)cc1 (stereo unspecified)
→ 3, -2, -4, 6, 10, -3, -2
> NC(=O)C1(N2CCCCC2)CCN(S(=O)(=O)c2ccccc2)CC1
→ ., -9, 2, -17, 0, -7, 0
> O=C(c1cnccn1)N1CC(=O)N2[C@@H](CO)[C@H](c3ccc(C#CCc4ccccc4)cc3)[C@@H]2C1
→ 1, 7, 3, -11, 2, 1, .
> Cc1c(C)c2ccc(OCC(=O)N3CCC[C@@H]3C(=O)O)c(C)c2oc1=O
→ ., 0, 3, 5, 4, -18, 9
> COc1ccc(N2CC(C(=O)N[C@@H](C)C(=O)NC(C)c3ccccc3)CC2=O)cc1 (stereo partly specified)
→ -18, -3, 2, 19, 2, -1, -1
> CN(CCOc1ccc(Br)cc1)C(=O)CNC(=O)c1ccc2ccccc2c1
→ 1, -3, 4, -10, -3, 5, -27
> COCC(=O)Nc1ccc2c(c1)C(=O)N(C)[C@@H]1CC[C@@H](CC(=O)Nc3ccccc3)O[C@@H]1CO2
→ -6, -10, 1, 2, 3, 1, 6
> CCN1C(=O)c2cccc3c(S(=O)(=O)N(C(=O)c4ccncc4)c4ccc(OC)cc4)ccc1c23
→ 18, ., 0, 18, 1, -6, 0
> Cc1nc(S(=O)(=O)N[C@@H]2CCN(Cc3ccc(OCCO)cc3)C2)cn1C
→ -40, 3, 1, ., -63, -1, -14
> O=C(Cc1cccc2ccccc12)Nc1ccc(O)cc1C(=O)O
→ -21, 2, 4, 7, 1, 2, -4

The listing continues.
Fields – PAX8 reporter, DENV2 CPE rescue, Casp6 inh, LGR2 inh, EWS-Fli block, SIRT5 inh, ARNT TACC3 PPI
> COc1ccc2cc(C)c3nnc(SCc4cccnc4)n3c2c1
→ -7, 3, 2, 10, 7, -2, 14
> CC1(C)CC(=O)C2=C(C1)OC(N)=C(C#N)C2c1cc2c(cc1[N+](=O)[O-])OCO2 (stereo unspecified)
→ -7, 17, 2, ., -14, 4, 1
> CCOc1cc(N2CCOCC2)c(OCC)cc1NC(=O)COC(=O)c1cc2ccccc2cc1O
→ 3, ., ., -4, ., ., -5
> COCCCn1c(SCC(=O)Nc2nnc(C)s2)nnc1-c1ccoc1C
→ ., ., 1, 8, ., -1, -3
> COc1cc(NC(=O)COC(=O)CC2CC3CCC2C3)cc(OC)c1 (stereo unspecified)
→ 29, -6, -1, -3, 3, -1, -1
> COc1ccc(CNC(=O)c2ccc(Br)s2)cc1OC
→ -14, 2, 2, -5, 0, -2, .
> C[C@H]1CCCCO[C@H](CN(C)C)[C@@H](C)CN([C@@H](C)CO)C(=O)c2cc(NS(=O)(=O)c3ccccc3)ccc2O1
→ -11, ?, -2, -1, 3, -5, 20
> Cc1ccc(NC(=O)C2CCN(S(=O)(=O)c3cc([N+](=O)[O-])ccc3Cl)CC2)nc1
→ 43, -2, 6, 30, 17, 1, -1
> CCCOc1ccc(C2C(C(=O)c3cc4ccccc4o3)=C(O)C(=O)N2c2cc(C)on2)cc1 (stereo unspecified)
→ 0, -5, ., -6, -4, 5, 5
> COCCSc1nnc(NS(=O)(=O)Cc2ccccc2)s1
→ ., -3, 0, 8, -10, 3, -5

Going on with the list:
Fields – PAX8 reporter, DENV2 CPE rescue, Casp6 inh, LGR2 inh, EWS-Fli block, SIRT5 inh, ARNT TACC3 PPI
> O=C(CCc1ccc(S(=O)(=O)NCc2ccccc2)cc1)NCC1CCCO1 (stereo unspecified)
→ 1, ., ., -2, ., ., -3
> C[C@H]1CN([C@@H](C)CO)C(=O)c2cc(/C=C/c3ccccc3)cnc2O[C@@H]1CN(C)C(=O)Cc1ccccn1
→ 8, 6, 2, 11, -3, -14, 2
> COc1cccc(S(=O)(=O)Nc2ccc3c(c2)OC[C@@H](C)NC[C@@H](C)[C@H](OC)CN(C)C3=O)c1
→ ., -1, 3, -2, 4, 0, -7
> O=C(NC1CCCCC1)c1cc(N2C(=O)CCC2=O)ccc1Cl
→ 3, 2, 4, 6, -1, -16, 20
> COc1ccc(OC)c(CNC(=O)c2ccc(C)c(NC(=O)C3=C(C)OCCS3)c2)c1
→ -12, -6, -1, 8, ., -11, 0
> C[C@@H]1CN([C@H](C)CO)C(=O)c2cc(C3=CCCC3)cnc2O[C@H]1CN(C)C(=O)C1CCC1
→ ., 1, -1, 4, -6, 1, -9
> CCC(=O)Oc1ccc(-c2cnc3ccccc3n2)cc1
→ ., -8, 3, -39, -59, 2, -2
> CCOc1ccc(NC(=O)Cn2nnc(C(=O)NCc3ccc4c(c3)OCO4)c2N)cc1
→ -6, -2, 4, 6, 11, -1, -12
> Cc1ccc(C(=O)O)cc1NC(=O)c1ccc(Cn2nc(C)c(Cl)c2C)o1
→ 16, 6, 4, 9, 9, -1, -11
> C[C@@H]1CCCCO[C@H](CN(C)S(=O)(=O)c2cccs2)[C@@H](C)CN([C@@H](C)CO)C(=O)c2cc(N(C)C)ccc2O1
→ 15, -8, 0, 1, -2, 4, 13
